TRHR enhancer: allosteric enhancers of human TRH receptor. TRHR cells, fluo-8 calcium fluorescence, EC20 TRH enhancement. enhancement, % at 2 µM. actives 0.66% (n = 360,000). AID 493056; in the data active means enhancement above about 30%; further: 0% is about no effect
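Enhancer read-out: after compound pinning and an initial kinetic agonist-mode read, an EC20 of TRH (10 nM final) was injected and fluo-8 calcium signal (Ex 480/Em 530) followed at 1 s/cycle for 100 cycles in TRHR-expressing cells.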
D1 antag: human D1 dopamine receptor antagonism | P21728 | HEK293 TREx D1 cells, calcium flux, dopamine EC80; stronger effect = lower value | activity change, negative = inhibition, % at 10 µM | actives 3.2% (n = 360,000) | AID 504652; in the data active means activity change below about -30%; further: on the % scale 0 is the no-effect control and ±100 the full control effect
Target sequence (P21728 whole entry, looked up): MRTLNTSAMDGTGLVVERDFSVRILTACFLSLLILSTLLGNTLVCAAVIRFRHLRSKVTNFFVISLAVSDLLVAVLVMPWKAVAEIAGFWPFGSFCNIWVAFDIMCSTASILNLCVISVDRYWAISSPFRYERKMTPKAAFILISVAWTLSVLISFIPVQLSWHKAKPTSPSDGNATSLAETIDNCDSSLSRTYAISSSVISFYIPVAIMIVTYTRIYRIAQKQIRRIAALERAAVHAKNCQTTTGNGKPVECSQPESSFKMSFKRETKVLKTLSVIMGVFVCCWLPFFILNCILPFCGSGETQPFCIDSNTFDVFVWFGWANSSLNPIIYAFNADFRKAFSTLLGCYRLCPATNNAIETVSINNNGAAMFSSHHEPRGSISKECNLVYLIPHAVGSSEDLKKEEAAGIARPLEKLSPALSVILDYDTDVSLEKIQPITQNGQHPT
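Allosteric or orthosteric antagonism assessed as attenuation of the calcium response to EC80 dopamine, added 180 s after compound, in induced HEK293 Trex D1 cells loaded with no-wash calcium dye.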
D1 agonist: human D1 receptor agonism | P21728 | HEK293 T-REx D1 cells, calcium flux, agonist mode | activation, % at 2 µM | actives 1% (n = 360,000); further: 0% is about no effect
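Agonism was scored from calcium flux recorded over 180 s (1 read/s) after pintool compound addition, following a 10-cycle baseline. Cells were inducible force-coupled HEK293 TREx D1, plated overnight at 30 C and loaded with no-wash calcium dye.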
TRHR agonist: TRH receptor (human) agonism; P34981; activation, % at 2 µM; AID 493084; actives 0.18% (n = 360,000); TRHR cells, calcium flux fluo-8, FDSS agonist mode; further: 0% is about no effect
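Fluo-8-loaded TRHR cells; 10 s baseline, compound added, kinetic Ca2+ fluorescence read 1/s, agonist mode.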
D2 ag: D2 dopamine receptor (human) agonism. HEK293 T-REx D2 cells, calcium flux agonist mode. activation, % at 2 µM. actives 0.53% (n = 340,000). AID 485358;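 active means activation over 3 SD above normal in the single-dose calcium agonist read, cut at about 30% in these data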; further: 0% is about no effect
Target sequence (P14416 whole entry, looked up): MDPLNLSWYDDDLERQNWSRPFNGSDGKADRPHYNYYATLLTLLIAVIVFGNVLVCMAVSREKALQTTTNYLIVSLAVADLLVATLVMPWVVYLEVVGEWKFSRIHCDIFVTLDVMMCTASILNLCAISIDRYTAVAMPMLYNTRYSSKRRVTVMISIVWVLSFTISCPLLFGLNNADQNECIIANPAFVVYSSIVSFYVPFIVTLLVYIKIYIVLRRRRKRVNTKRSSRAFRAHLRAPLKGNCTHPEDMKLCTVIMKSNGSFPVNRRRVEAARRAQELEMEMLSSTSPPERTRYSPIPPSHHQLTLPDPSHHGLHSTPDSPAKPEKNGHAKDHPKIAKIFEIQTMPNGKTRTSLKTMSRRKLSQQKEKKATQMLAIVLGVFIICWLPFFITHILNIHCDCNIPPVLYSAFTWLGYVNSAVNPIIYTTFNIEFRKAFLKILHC
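Agonism is scored from calcium flux in a force-coupled, inducible HEK293 cell line expressing D2, read kinetically for 180 s after compound addition against dopamine controls.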
RXFP1 antag: RXFP1 (human) relaxin receptor antagonism | Q9HBX9 | HEK293-RXFP1, relaxin-stimulated cAMP HTRF, 30 min; stronger effect = lower value | activity change, negative = inhibition, % at 57.5 µM | actives 0.59% (n = 350,000) | AID 1259400;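 active means activity change of -60% or lower, but not beyond a set lower limit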; further: on the % scale 0 is the no-effect control and ±100 the full control effect
D1 potentiator: potentiators of human D1 dopamine receptor | P21728 | HEK293 TREx D1 cells, calcium flux, dopamine EC20 potentiation | potentiation, % at 10 µM | actives 0.036% (n = 360,000) | AID 504651; in the data active means potentiation above about 30%; further: 0% is about no effect
D2 antagonist: antagonists of human D2 dopamine receptor; actives 2% (n = 340,000); inhibition, % at 10 µM; HEK293 TREx D2 cells, calcium flux, dopamine EC80; P14416; in the data active means inhibition above about 30%; further: 0% is about no effect
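Inhibition of EC80 dopamine-driven calcium flux, recorded kinetically, defines activity here; cells are a tetracycline-induced HEK293 T-REx line expressing force-coupled D2.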
D2 potentiator: positive allosteric modulators of human D2 dopamine receptor. actives 0.34% (n = 340,000). HEK293 T-REx D2, calcium flux, EC20 dopamine potentiation. potentiation, % at 10 µM. AID 485347. P14416;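 active means potentiation over 3 SD above the plate norm, cut at about 30% in these data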; further: 0% is about no effect
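Potentiation of an EC20 dopamine calcium response measured kinetically over 180 s, after a preceding 180 s compound-only read flagging agonists. Cells: inducible Hek293 Trex D2 line, 4000/well, cultured overnight at 30 C before dye loading.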
Starred values were filed as active, the others as inactive; . = no result given; & = joins results of further samples. Unless noted, no stated cut-off is given here; in the data, active means activation above about 30%; inactive means the rest. Rows were taken by chance. About 7.1% of those tested had a hit in this group.

Keys: A = TRHR enhancer; B = D1 antag; C = D1 agonist; D = TRHR agonist; E = D2 ag; F = RXFP1 antag; G = D1 potentiator; H = D2 antagonist; I = D2 potentiator
Cc1cccc(OCC(=O)N(Cc2ccco2)C2CCS(=O)(=O)C2)c1C (centres undefined)
  A: 1	B: -4	C: 0	D: -0.2	E: 0.0	F: 0	G: -5	H: 23	I: 5
CCN(Cc1ccccc1)C(=O)c1cc2c(=O)oc3ccc(C)cc3c2s1
  A: 5&11	B: -9&1	C: 6&6	D: 0.1&-0.9	E: 0.1&-0.9	F: -19	G: -3	H: -5	I: -7&5
CCOC(=O)c1ccc(S(=O)(=O)NC2CC2)cc1
  A: 2	B: 3	C: 3	D: 0.5	E: -0.3	F: 5	G: -4	H: -1	I: -9
CCCCNc1c([N+](=O)[O-])c(=O)n(C)c2ccccc12
  A: 13	B: -5	C: 1	D: -0.7	E: -1.2	F: 14	G: -9	H: -9	I: 8
CCOCC(=O)Nc1nnc(Cc2ccc(OC)cc2)s1
  A: -1	B: -7	C: 3	D: 0.7	E: -0.9	F: -13	G: -5	H: 2	I: -3
Nc1nc(-c2cccc(NS(=O)(=O)c3ccccc3)c2)cs1
  A: -4	B: -25	C: 12	D: -1.4	E: -0.1	F: 23	G: -9	H: 1	I: 4
COC(=O)c1c(NC(=O)COC(=O)CNC(=O)c2ccco2)sc(C)c1C
  A: 1	B: 8	C: 0	D: -0.6	E: -0.6	F: 22	G: -4	H: -7	I: -2
CC(=O)c1sc2nc(-c3ccco3)ccc2c1N
  A: 4	B: 6	C: 7	D: 2.8	E: 1.0	F: 30	G: 4	H: 9	I: 2
C/C(=N/NC(=O)CNC(=O)C1COc2ccccc2O1)c1cccc(O)c1 (centres undefined)
  A: 16	B: -8	C: -1	D: -0.4	E: -0.6	F: -2	G: -2	H: 3	I: -11
C=CCc1cc(C(=O)N2CCCCC2)ccc1O
  A: -2	B: 3	C: 2	D: -0.8	E: -0.2	F: 5	G: 3	H: 1	I: 4
CC(C)(C)NC(=O)C(c1ccncc1)N(C(=O)c1csnn1)c1cccc2ccccc12 (centres undefined)
  A: 4	B: 3	C: 1	D: 0.2	E: 1.1	F: -10	G: 2	H: 12	I: 9
COc1ccccc1NC(=O)CSc1nnnn1C1CCCC1
  A: 3	B: -2	C: 1	D: 0.6	E: -0.6	F: -38	G: -1	H: 0	I: -9
CCOc1cccc(NC(=O)CSc2ncc(-c3ccccc3)[nH]2)c1
  A: 9	B: 0	C: -1	D: -1.2	E: .	F: -11	G: 0	H: .	I: .
O=C(O)c1ccc(-c2nnn(Cc3cccc(C(F)(F)F)c3)n2)cc1
  A: 2	B: -2	C: 4	D: -0.3	E: 0.3	F: -5	G: 4	H: -4	I: -2
COc1ccc(C(=O)/C=C/C(=O)N(CC(=O)NC2CCCCC2)Cc2cccs2)c(O)c1
  A: 5	B: -7	C: 2	D: -0.3	E: 0.1	F: -25	G: -6	H: 6	I: -7

Some of these compounds in order of SMILES length, rising:
Keys: A = TRHR enhancer; B = D1 antag; C = D1 agonist; D = TRHR agonist; E = D2 ag; F = RXFP1 antag; G = D1 potentiator; H = D2 antagonist; I = D2 potentiator
COc1ccccc1NC(=O)CSc1nnnn1C1CCCC1
  A: 3	B: -2	C: 1	D: 0.6	E: -0.6	F: -38	G: -1	H: 0	I: -9
CCN(Cc1ccccc1)C(=O)c1cc2c(=O)oc3ccc(C)cc3c2s1
  A: 5&11	B: -9&1	C: 6&6	D: 0.1&-0.9	E: 0.1&-0.9	F: -19	G: -3	H: -5	I: -7&5
C/C(=N/NC(=O)CNC(=O)C1COc2ccccc2O1)c1cccc(O)c1 (centres undefined)
  A: 16	B: -8	C: -1	D: -0.4	E: -0.6	F: -2	G: -2	H: 3	I: -11

(next part)
Keys: A = TRHR enhancer; B = D1 antag; C = D1 agonist; D = TRHR agonist; E = D2 ag; F = RXFP1 antag; G = D1 potentiator; H = D2 antagonist; I = D2 potentiator
COc1ccc(/C=C/C(=O)c2cc(Br)ccc2OC(=O)c2ccco2)cc1OC
  A: -4	B: -16	C: 9	D: 1.3	E: 2.3	F: -6	G: -10	H: -2	I: 4
CC1CCCC/C1=N\NC(=S)NCCc1ccccc1 (centres undefined)
  A: 2	B: 2	C: 2	D: -0.2	E: 1.9	F: 1	G: 1	H: -10	I: 14
COc1ccc(OCC(=O)Nc2ccc3oc(=O)ccc3c2)cc1
  A: 7	B: -3	C: 1	D: 0.6	E: 0.1	F: 11	G: 0	H: 7	I: -1
Cc1ncc(C[n+]2csc(CCOC(=O)CC34CC5CC(CC(C5)C3)C4)c2C)c(N)n1
  A: -3	B: -1	C: 0	D: -0.9	E: 0.6	F: .	G: 0	H: 0	I: 0
COc1cc2c(cc1OC)C1=CC(=O)C(=O)N1C(C)(C)C2
  A: 4	B: 13	C: 3	D: 0.0	E: 0.6	F: -16	G: 1	H: 11	I: 7
Cc1nc2cc(NC(=O)NCCC3=CCCCC3)ccc2o1
  A: 4	B: -1	C: 1	D: -0.2	E: 0.1	F: -13	G: -3	H: -1	I: -10
O=c1c2cc3c(=O)n(CC4CCCO4)c(=O)c3cc2c(=O)n1CC1CCCO1 (centres undefined)
  A: 0	B: 11	C: 3	D: 0.1	E: -0.9	F: -10	G: -1	H: -20	I: 6
COc1ccc(OC2C(=O)N(Cc3ccc4c(c3)OCO4)C2c2sccc2C)cc1 (centres undefined)
  A: -9	B: -6	C: 15	D: 0.7	E: 1.3	F: -7	G: -9	H: 16	I: 2
O=C(NC1CCCC1)C1CCC(=O)N1CCc1ccccc1 (centres undefined)
  A: 3	B: .	C: -1	D: 0.8	E: 0.1	F: 2	G: 0	H: 4	I: 4
CSc1nc2ccccc2c(=O)n1Cc1ccc(F)cc1
  A: 2	B: 1	C: 1	D: -1.9	E: -1.0	F: -32	G: -2	H: -1	I: 6
CCOC(=O)c1cnc2c(Cl)c(Cl)ccc2c1Nc1ccc(N(C)C)cc1
  A: 4	B: 14	C: 1	D: 0.8	E: -0.7	F: .	G: 0	H: .	I: 1
COc1ccc(-c2nnc(SCC(=O)Nc3ccc(C(C)=O)cc3)nc2-c2ccc(OC)cc2)cc1
  A: 2	B: -70*	C: 3	D: -0.3	E: .	F: -2	G: -9	H: .	I: -12
CCN(CC)C(=O)CSc1nnc(NC(=O)CCc2ccccc2)s1
  A: 2	B: -8	C: 3	D: 0.7	E: -0.5	F: -12	G: 0	H: 2	I: 25
CCN(CC)CCOC(=O)c1ccc(NC(=O)c2cc3cc(OC)ccc3oc2=O)cc1
  A: 0	B: 6	C: -1	D: 2.3	E: -0.9	F: .	G: -1	H: .	I: 2
O=C(CN1C(=O)C2CCCCC2C1=O)N1CCN(c2ncccn2)CC1 (centres undefined)
  A: 9	B: 14	C: 3	D: -0.3	E: 0.2	F: 3	G: -2	H: 13	I: -4

Full records, quoted from the list. Order of screens: TRHR enhancer, D1 antag, D1 agonist, TRHR agonist, D2 ag, RXFP1 antag, D1 potentiator, D2 antagonist, D2 potentiator
Entry for `CC1CCCC/C1=N\NC(=S)NCCc1ccccc1` (centres undefined) = 2, 2, 2, -0.2, 1.9, 1, 1, -10, 14
Entry for `COc1ccc(-c2nnc(SCC(=O)Nc3ccc(C(C)=O)cc3)nc2-c2ccc(OC)cc2)cc1` = 2, -70*, 3, -0.3, ., -2, -9, ., -12

Other structures:
Keys: A = TRHR enhancer; B = D1 antag; C = D1 agonist; D = TRHR agonist; E = D2 ag; F = RXFP1 antag; G = D1 potentiator; H = D2 antagonist; I = D2 potentiator
CN(C)c1ccnc(-n2cccc2/C=N/OCc2ccc(F)cc2Cl)c1C#N
  A: 12	B: -2	C: 0	D: -0.6	E: 0.0	F: -6	G: -7	H: -7	I: 8
Cc1ccc(Cl)cc1-n1ncc2c(N3CCC(C(N)=O)CC3)ncnc21
  A: -2	B: -14	C: -2	D: -0.1	E: .	F: -12	G: 0	H: .	I: -5
CC(=O)c1ccc(OCC(O)CN(C)CCOc2ccc(Br)cc2)cc1 (centres undefined)
  A: 20	B: -22	C: 15	D: 1.7	E: 2.8	F: 3	G: -6	H: 44*	I: -26
CCC1CCCCN1CCCNC(=O)c1ccc(CS(=O)(=O)c2ccc(Br)cc2)o1 (centres undefined)
  A: -2	B: -2	C: 1	D: -0.3	E: -0.9	F: 2	G: 0	H: 2	I: -3
O=C(Nc1ccc2[nH]ncc2c1)C1CCC1
  A: -1	B: 4	C: 3	D: 0.5	E: 0.5	F: 6	G: -4	H: -9	I: -5
Cc1cccc(NC(=O)COC(=O)c2ccc(S(=O)(=O)N3CCCCCC3)cc2)c1
  A: -2	B: 0	C: 3	D: 1.6	E: -0.1	F: -14	G: 1	H: -3	I: 2
CSCc1ccc(C(=O)NCCSc2ccc(Br)cc2)cc1
  A: -3	B: -37*	C: 5	D: -0.9	E: -0.5	F: -34	G: -12	H: 18	I: -8
COC(=O)c1ccc(NC(=O)CN(CCc2ccccc2)S(=O)(=O)c2ccc(OC)cc2)cc1
  A: -1	B: -11	C: 6	D: 1.4	E: 1.4	F: -5	G: -1	H: .	I: -1
CC(C)(C)c1ccc(-c2n[nH]c(=S)n2CCCN2CCOCC2)cc1
  A: 0	B: .	C: 3	D: -0.1	E: .	F: -13	G: -2	H: .	I: .
COCCCN1C(=O)C(=O)/C(=C(/O)c2ccc(C)cc2)C1c1ccccc1 (centres undefined)
  A: -7	B: 8	C: 2	D: -0.1	E: 0.0	F: -3	G: 1	H: 4	I: 1
CCCn1c(Cc2ccccc2)nnc1SCC(=O)N1CCOCC1
  A: -9	B: -10	C: 4	D: 0.2	E: -0.3	F: 2	G: -3	H: -1	I: -3
Oc1ccc(CNCC2COc3ccccc3O2)cc1 (centres undefined)
  A: 4	B: -26	C: 5	D: 1.2	E: 68*	F: 5	G: -2	H: 185*	I: -28
CCNc1nc(NC(C)(C)C)nc(N(C#N)CC)n1
  A: 20	B: 3	C: 12	D: 0.6	E: 0.6	F: -19	G: -1	H: -26	I: 31*
CCCC(=O)N1CC(=O)Nc2ccc(F)cc2C1c1ccccc1 (centres undefined)
  A: -1	B: -18	C: 2	D: 0.0	E: -1.2	F: .	G: -6	H: -3	I: 15
Cc1ccc(SCCN2CCN(CCc3ccccc3)CCC2=O)cc1
  A: 1	B: -38*	C: 5	D: -0.5	E: .	F: .	G: -2	H: .	I: .

Next section:
Keys: A = TRHR enhancer; B = D1 antag; C = D1 agonist; D = TRHR agonist; E = D2 ag; F = RXFP1 antag; G = D1 potentiator; H = D2 antagonist; I = D2 potentiator
COc1ccc(NC(=O)CSCc2ccccc2C)cc1
  A: -1	B: 7	C: 4	D: -0.3	E: -0.3	F: -7	G: -2	H: -7	I: 2
O=C(CC1N=C2c3ccccc3N=C(SCc3cccc(F)c3)N2C1=O)NCc1ccc2c(c1)OCO2 (centres undefined)
  A: 0	B: -4	C: 3	D: 0.0	E: 0.3	F: -3	G: -2	H: .	I: -11
C/C(=N\Nc1ccc(F)cc1F)c1ccc(N2CCOCC2)cc1
  A: -1	B: -10	C: 1	D: -0.2	E: 0.4	F: 2	G: -1	H: -1	I: -1
Cc1ccc(C)c(NC(=O)COC(=O)c2ccc3ccccc3n2)c1
  A: 1	B: 25	C: -1	D: 0.3	E: 0.0	F: -3	G: 3	H: 0	I: 18

Compound activity from PubChem BioAssay.
